High-throughput results as filed in PubChem.
DT40 TDP1 no CPT = qHTS for Inhibitors of human tyrosyl-DNA phosphodiesterase 1 (TDP1): qHTS in cells in absence of CPT | Potency, µM (doses to about 46.2 µM), for inactives: top-dose activity change, negative = growth inhibition, usual class: inhibitors | DT40 Tdp1-/- hTDP1 cells, no CPT, ATP luminescence, 48 h | hit rate 15% among 420,000; also: nearly all actives have a fitted effect of over 55% in size
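DT40 Tdp1-/-;hTDP1 cells, no CPT (DMSO vehicle only), 400 cells/well; compounds pin-transferred; ≥48 hr, 37 °C; CellTiter-Glo 30 min RT dark, luminescence read.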
GCN5L2 inh = blocks human GCN5L2 histone acetyltransferase. Q92830. GCN5L2 HAT assay, ThioGlo1 CoA-SH fluorescence. Potency, µM (series often up to 58.9 µM), for inactives: top-dose activity change, negative = inhibition, hits mostly inhibitors. hit rate 0.21% among 390,000
Target sequence (Q92830 whole entry, looked up): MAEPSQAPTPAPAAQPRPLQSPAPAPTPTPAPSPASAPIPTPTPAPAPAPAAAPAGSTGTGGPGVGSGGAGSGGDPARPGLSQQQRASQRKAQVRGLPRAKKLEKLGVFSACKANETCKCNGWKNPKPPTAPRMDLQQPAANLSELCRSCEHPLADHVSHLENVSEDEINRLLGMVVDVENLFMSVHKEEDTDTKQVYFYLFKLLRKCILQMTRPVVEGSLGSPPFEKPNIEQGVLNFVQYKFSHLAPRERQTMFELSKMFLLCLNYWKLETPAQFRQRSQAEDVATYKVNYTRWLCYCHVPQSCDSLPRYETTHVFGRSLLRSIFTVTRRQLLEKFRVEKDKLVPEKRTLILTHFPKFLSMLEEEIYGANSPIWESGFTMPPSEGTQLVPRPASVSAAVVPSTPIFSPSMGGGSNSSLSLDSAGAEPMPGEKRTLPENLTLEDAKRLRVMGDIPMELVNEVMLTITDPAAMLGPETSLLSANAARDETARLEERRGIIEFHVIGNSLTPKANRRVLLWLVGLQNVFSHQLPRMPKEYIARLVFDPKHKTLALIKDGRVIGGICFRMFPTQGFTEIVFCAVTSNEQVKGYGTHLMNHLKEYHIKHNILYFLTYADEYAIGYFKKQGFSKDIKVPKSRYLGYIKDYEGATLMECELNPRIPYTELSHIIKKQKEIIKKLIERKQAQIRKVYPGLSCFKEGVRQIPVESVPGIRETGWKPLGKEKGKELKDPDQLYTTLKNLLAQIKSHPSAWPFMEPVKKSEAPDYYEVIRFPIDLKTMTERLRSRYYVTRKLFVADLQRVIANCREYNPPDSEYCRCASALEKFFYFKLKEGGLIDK
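Compounds, pin-transferred from DMSO stocks, meet 20nM GCN5L2 for 15 min before the reaction begins with H3(1-25) peptide (75uM) and acetyl-CoA (70uM). Thiol-reactive ThioGlo1 reports CoA release over 20 min at room temperature.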
TDP1 inh = TDP1 (human) enzyme inhibition | Q9NUW8 | hit rate 0.28% among 350,000 | recombinant TDP1, AlphaScreen DNA substrate cleavage | Potency, µM (doses to about 130 µM), for inactives: top-dose activity change, negative = inhibition, hits mostly inhibitors; also: nearly all actives have a fitted effect of over 40% in size
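Enzyme-compound mixtures sat 15 min at room temperature, followed by a 5 min reaction with 15 nM final substrate and 10 min with AlphaScreen beads. Recombinant human Tdp1 was used at 1 nM final.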
* marks the source's active call; other numbers are inactive results; ? = inconclusive; / = not tested or not shown; & = joins results of further samples; [ ] = another dose, or the depositor's remark. Calls follow the shape of the dose curve; as a rule, active = well fitted curve in the direction sought with a large enough effect; inconclusive = small, poorly fitted or top-dose-only effect, or another doubt; inactive = no such curve, though single readings can be large; an effect the other way counts as inactive or inconclusive. % is scaled to controls: 0 for no effect and ±100 for the full control effect; potency is read from the fitted curve at half-maximal effect. These rows are one share of the data; count on the stated rates, not on these rows.

SMILES,DT40 TDP1 no CPT,GCN5L2 inh,TDP1 inh
Cc1ccc(F)cc1NC(=O)Nc1cc(C(C)(C)C)nn1C,-14%,0%,3%
COc1cc(OC)cc(-c2c(C#Cc3ccsc3)c3cc(Br)ccc3n2C)c1,?,-3%,-4%
Cn1c(=O)c2c(n(Cc3ccccc3)c1=O)NC(=O)C2CC(=O)O (stereo unspecified),-1%,-1%[0.501 µM],5%
O=C(CCc1nc2ccccc2c(=O)[nH]1)NC1CCN(Cc2ccccc2)CC1,-28%,0%,2%
CC1Cc2ccccc2N1C(=O)CSc1nncn1C (stereo unspecified),-20%,-13%,2%
COc1ccc(C)cc1NS(=O)(=O)c1cccc2nonc12,-7%,-2%,7%
COC(=O)c1ccc(NC(=O)CN(CCc2ccccc2)S(=O)(=O)c2ccc(OC)cc2)cc1,21µM*,-10%,-5%[12.3 µM]
O=C(O)CC1=C(c2ccc(F)cc2)CCC1=O,-11%,-3%,0%
COc1ccccc1N(CC1CO1)S(=O)(=O)c1ccc(C)cc1 (stereo unspecified),21µM*,-11%,8%
CC(=O)C1=C(O)C(=O)N(c2ccc(O)cc2)C1c1ccccc1Cl (stereo unspecified),-7%,2%,6%
Cc1ccc(-n2c(SCC3CNC(=O)O3)nnc2-c2ccccc2)cc1C (stereo unspecified),/,0%,3%
COc1ccc(CNC(=O)COC(=O)CN2C(=O)C3CC=CCC3C2=O)cc1 (stereo unspecified),-8%,-2%,0%
COc1ccc2c(CC(=O)NNC(=O)c3ccc(C)cc3)coc2c1,-27%,0%,3%
Cc1ccc(-c2cccc(C3CC=CC4C3C(=O)N(Cc3ccccc3)C4c3ccc4ccccc4c3)c2)cc1 (stereo unspecified),13µM*,-3%,5%&0%
N=C1c2ccccc2CN1c1ccc(S(=O)(=O)N2CCCCC2)cc1,-26%,-1%,-2%
CC(OC(=O)Cn1cc(C(F)(F)F)ccc1=O)C(=O)N(C)c1ccccc1 (stereo unspecified),-1%,0%,-1%
O=C(COc1ncnc2c(Cl)cc(Cl)cc12)Nc1cc([N+](=O)[O-])ccc1Cl,-7%,-6%,1%
CN1C(=O)C(C)(C)c2cc(S(=O)(=O)N3CCN(c4ccccc4)CC3)ccc21,?,0%,/
COC(=O)c1[nH]nc(C(=O)OC(C)(C)C)c1-c1ccccc1,13µM*,-6%,8%
CC(=O)c1sc(NC(=O)CCS(=O)(=O)c2ccccc2)nc1C,5.8µM*,-5%,4%
COc1cccc(C(=O)/C=C/Nc2ccc(S(=O)(=O)Nc3ccc(C(C)=O)cc3)cc2)c1,16µM*,-15%,0%
CC(=O)N(/N=C1\Sc2ccccc2C1=O)c1ccccc1C,-12%,-12%,4%
Cc1ccc(C(=O)OCC(=O)NCc2ccccc2)cc1S(=O)(=O)N1CCCCC1,?,-3%,-5%
Cc1ccc(SC[C@H](C)CN2CC[C@H](NC(=O)OCc3ccccc3)CCC2=O)cc1,11µM*,-2%,/
O=C(NCCSCc1ccccc1)c1ccc(Cl)c(S(=O)(=O)N2CCOCC2)c1,?,-1%,6%[56.1 µM]
Cc1ccc(SC[C@H](Cc2ccccc2)N2CCN(CC(C)C)CCC2=O)cc1,18µM*,4%,2%
Cc1ccc(-n2c(SCC(=O)NCCN3C(=O)CSC3=O)nnc2-c2ccccc2)cc1C,?,26%,1%
CCOC(=O)N1CCC(NS(=O)(=O)c2cc3c(cc2Cl)NC(=O)CO3)CC1,23µM*,2%,0%
CCn1c2ccccc2c2cc(N)ccc21,?,9%,10%
CC1CCc2c(sc3nnn(CC(=O)Nc4cccc(C(F)(F)F)c4)c(=O)c23)C1 (stereo unspecified),21µM*,-9%,-1%
CC1CCN(c2nc3nonc3nc2N2CCC(C)CC2)CC1,?,-2%,/
Cc1c(Cl)cccc1NC(=S)N/N=C/c1ccccc1Cl,?,-2%,/
CC(=O)NC(=O)c1ccccc1O,-4%,-3%,4%
O=S(=O)(NCC(c1ccco1)N1CCN(c2ccccc2)CC1)c1cc(F)ccc1F (stereo unspecified),?,-6%,12%
Cc1ccc(C(=O)c2cc([N+](=O)[O-])ccc2N2CCCCC2)cc1C,5.2µM*,-3%,1%
N#Cc1nc(-c2ccc(Cl)cc2)oc1NCc1cccc2c1OCO2,0%,/,1%
O=C(CCNS(=O)(=O)c1cccc2nonc12)Nc1ccc(Cl)cc1,-8%,-2%,2%
Cc1cccc(NC(=O)Cn2nnc(-c3nc(-c4ccncc4)no3)c2N)c1,?,-17%,3%
Nc1nc(N)nc(-c2cc(Cl)ccc2Cl)n1,-14%&7%,-12%&-19%,8%&-2%
CC(=O)N1CCC(=O)Nc2ccc([N+](=O)[O-])cc21,1%,-6%,4%
Cc1ccc(NC(=O)/C=C/c2ccc3c(c2)OCO3)nc1,-15%,-5%,-1%
Cc1ccc2nc3c(cc(C(=O)NCCc4ccccc4)c(=N)n3CC3CCCO3)c(=O)n2c1 (stereo unspecified),21µM*,1%,-7%
CC(C)NCC(O)c1cc(O)cc(O)c1 (stereo unspecified),2%&-10%&-1%,-7%&11%,2%&-12%[56.1 µM]
COc1ccc(S(=O)(=O)NCc2ccccn2)cc1NC(=O)c1ccc(C)cc1,5.2µM*,-1%,-1%
CCC1=NN2C(=N)/C(=C/c3cc(C)n(-c4ccccc4)c3C)C(=O)N=C2S1,9%,-9%,7%
COc1ccc(C=NNc2ccc([N+](=O)[O-])cc2S(=O)(=O)Nc2ccccc2C(=O)O)cc1OC,-2%,?,-4%
Cc1ccccc1CS(=O)(=O)c1ncc(Cl)c(C(=O)Nc2ccc(F)cc2)n1,2.1µM*,-10%,3%
Cc1ccc(C2=NN=C(NC(=O)CSc3nncn3C)SC2)cc1,?,3%,0%
O=C(CC(C(=O)N1CCc2ccccc21)n1ccnc1)N1CCc2ccccc2C1 (stereo unspecified),-16%,-7%,4%
CCN1CCN(c2ncc3c(n2)CCN(Cc2ccc(OC(C)C)cc2)C3)CC1,?,5%,4%
N#Cc1c(NC2CCCCC2)nc(-c2ccco2)c2c1CCCC2,?,-7%,-2%
Cc1cccc(NC(=O)/C(C#N)=C\c2cccnc2)c1,-8%,-4%,1%
Cc1cc(C)c(S(=O)(=O)N(C)CC(N)=O)c(C)c1,5%,-15%,7%
CCn1cc(C(=O)NC2CCC(C)CC2)c(=O)c2cc(S(=O)(=O)N3CCCCC3)ccc21 (stereo unspecified),/,-15%,9%
O=C1c2oc3ccccc3c(=O)c2C(c2ccc(O)cc2)N1c1nccs1 (stereo unspecified),-29%,-6%,0%
CC(C(=O)NCC1(c2ccccc2)CCCC1)N1CCCC1 (stereo unspecified),-6%,0%,4%
CC(C)c1nnc(NC(=O)c2cc3ccccc3o2)s1,-16%,-4%,/
C[C@H](CO)N1C[C@H](C)[C@@H](CN(C)S(=O)(=O)c2ccc(F)cc2)Oc2ccc(NS(=O)(=O)c3cccs3)cc2C1=O,-24%,?,3%
CN(CC(=O)Nc1ccc(Cl)c(C(F)(F)F)c1)C(=O)c1cc(=O)[nH]c2ccccc12,?,-1%,-11%
Cc1ccccc1NC(=S)C1=C(O)c2sccc2N(C)S1(=O)=O,?,-14%,8%

Carrying on.
SMILES,DT40 TDP1 no CPT,GCN5L2 inh,TDP1 inh
O=C(c1ccc(Cl)cc1)c1c[nH]c(C(=O)NNc2cccc(Cl)n2)c1,?,-4%,6%
Cc1cccc(N(CC(=O)NCCSc2ccc(Cl)cc2)S(C)(=O)=O)c1C,?,-12%,/
O=C(CCc1ccc(Oc2cc([N+](=O)[O-])cc([N+](=O)[O-])c2)cc1)Nc1cccc(Cl)c1,?,-2%,-1%
CC1CCN(c2ccccc2NC(=O)c2ccc(N3CCOCC3)c([N+](=O)[O-])c2)CC1,-6%,-14%,4%
COc1cc(C(=O)NCCC(=O)NC2CCCCCCC2)cc(OC)c1OC,-25%,-2%,7%
C[C@@H]1NC(=O)[C@H](CC(N)=O)NC(=O)c2cc([N+](=O)[O-])cc(I)c2OCC[C@@H](C(=O)NC(CC(=O)O)C(N)=O)NC1=O (stereo partly specified),1%,-8%,-3%
COc1ccccc1N(CC(=O)N1CCCCC1)S(=O)(=O)c1ccccc1,-24%,4%,7%
COCCOC(=O)c1[nH]c2c(c1C)C(=O)C(C(=O)OC)C(C)C2 (stereo unspecified),-2%,-1%,2%
COc1ccc(NC(=O)COC(=O)c2ccc(OCc3c(C)noc3C)cc2)cc1OC,?,-11%,5%
O=C(NCc1ccc2c(c1)OCO2)C1CCN(S(=O)(=O)c2ccc(Br)s2)CC1,21µM*,-1%[0.501 µM],4%
Cc1c(NC(=O)C(C)NCC2CCCO2)c(=O)n(-c2ccccc2)n1C (stereo unspecified),-3%,-8%,1%
O=C(O)C1C2CCCCC2=C2CCCCC2C1C(=O)O (stereo unspecified),-11%,-1%,0%
COc1ccc(NC(=O)c2c(NC(=O)CCC(=O)O)sc(-c3ccccc3)c2C)cc1,?,-19%,8%
COc1ccc(CN2CCN(C(=O)c3cccc4ccccc34)CC2)cc1OC,-23%,-3%,/
Cc1ccc([C@@H]2CC=C(C(=O)O)[C@H](c3ccccc3)N2S(=O)(=O)c2ccc(C)cc2)cc1,-12%,-7%,-2%
Cc1ccccc1S(=O)(=O)Cc1ccc(C(=O)NC2CCCCC2)o1,?,-1%&-10%,5%&6%
Cc1ccc(C(=O)N/C(=C\c2cn(S(=O)(=O)N(C)C)c3ccccc23)C(=O)NCCCn2ccnc2)cc1,?,-8%&-9%,9%&5%
Cn1c(CNc2ccc(F)cc2)nc2ccccc21,?,-2%,7%
C=CCS(=O)(=O)N1CCCC(Cc2ccccc2C)(C(=O)OCC)C1 (stereo unspecified),?,-7%,/
Cc1nn(C(C)C(=O)NCCCc2ccccc2)c(=O)c2cc3occc3n12 (stereo unspecified),-20%,-8%,5%
O=C(Nc1ccc(C(=O)NCCCN2CCN(c3ccccc3)CC2)cc1)C1=CSCCO1,-26%,-5%,10%
CCS(=O)(=O)N1CC(=O)N(c2ccccc2C)C(C)(C(=O)NC2CCCCC2)C1 (stereo unspecified),0%,-7%,4%
C=C(C)Cn1c(-c2ccc(OC)cc2)nc2ccccc21,15µM*,-5%,2%
